Source: PubChem BioAssay (several laboratories)
CDK5 inh = inhibitors of human CDK5/p35 kinase; inhibition, % at 10 µM; Q00535+Q15078; actives 0.01% (n = 330,000); Recombinant CDK5/p35, ADP-Glo luminescence, 60 min;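 active = highest replicate inhibition of at least 50% and at least 75% of replicates reaching 50%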;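 note: plate controls were DMSO neutral control for no effect and GW8510 at 10 µM for full effect; many of its hits are not listed in these tables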
Pemphigus Ab inh = human desmoglein-3 autoantibody binding inhibition; actives 0.48% (n = 310,000); DSG3-coupled beads, scFv-anti-DSG3-GFP binding, flow cytometry; active compounds read low; P32926; binding (percent of control), % at 10 µM;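 active = binding more than 3 SD below its plate's average and above zero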;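 note: hits lower antibody fragment binding to DSG3; some compounds called inactive have numbers as strong as hits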
NSD2 HMT inh = NSD2 (human) methyltransferase inhibition; O96028; actives 0.54% (n = 310,000); AID 743445; inhibition, % at 12.5 µM; NSD2 peptide methylation, AlphaScreen, 120 min; in the data active = inhibition above about 50%
dFosB act = enhances mouse delta FosB homodimer DNA binding | AID 493131 | actives 0.99% (n = 340,000) | activation, % at 25 µM | P13346 | purified delta FosB, TAMRA-CDK5 oligo fluorescence polarization; percent of positive-control signal above neutral wells;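 active = mean activation above about 17%, with every replicate also reaching it, limit read from the data, passing the limit was not always enough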;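 note: fluorescence polarization rise as delta FosB binds a TAMRA Cdk5 AP-1 oligo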
Target sequence (P13346 whole entry, looked up): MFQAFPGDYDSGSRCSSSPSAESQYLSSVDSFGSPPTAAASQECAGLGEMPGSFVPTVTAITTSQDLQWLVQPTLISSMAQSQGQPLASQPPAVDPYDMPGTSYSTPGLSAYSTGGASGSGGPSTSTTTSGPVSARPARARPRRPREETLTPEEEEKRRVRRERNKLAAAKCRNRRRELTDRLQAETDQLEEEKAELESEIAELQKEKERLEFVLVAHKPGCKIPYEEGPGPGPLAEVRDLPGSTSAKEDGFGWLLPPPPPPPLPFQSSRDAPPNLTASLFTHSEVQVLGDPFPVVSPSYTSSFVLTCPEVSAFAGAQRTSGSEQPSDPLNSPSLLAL
SUMO Mot1 rescue = blocks SUMOylation pathway, rescuing yeast Mot1-301 growth; S. cerevisiae Mot1-301 growth rescue, ATP luminescence, 38.5C; percent above DMSO median, 100 means doubled; growth rescue, % at 18.8 µM; actives 1% (n = 320,000); AID 2716;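 active = every valid replicate shows activation above 250% relative to neutral control wells; inactive = the rest, any valid replicate at or below 250%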;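 note: OY570 slx delta 5 strain wells were the positive control but not used for scaling; some compounds called inactive have numbers as strong as hits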
SR-BI uptake up = SR-BI HDL lipid transfer activation; CHO ldlA[mSR-BI] cells, DiI-HDL uptake fluorescence, 3 h; 100 = double the neutral-control signal; activation, % at 12.5 µM; actives 0.096% (n = 320,000); AID 504775;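 active = mean replicate activation of at least 60% and every replicate at or above 60%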;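 note: 0% = median plate neutral-control signal and 100% = twice that signal; values of inactives mirror those of a sister screen read the other way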
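Test system: SR-BI-overexpressing, LDLR-lacking CHO cells; Also added: labelled HDL, 10 µg/mL; Measured by: bottom-read cell fluorescence after medium removal, ex 550/em 595 nm; Timing: 3 h uptake period with compound, 37 °C; Buffer or medium: F12, 0.5% BSA, 25 mM HEPES; Doses: single compound concentration, delivered by pin transfer.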
PKA-R1A activ = activators of PKA-R1A complex; AID 504707; PKA-R1A dissociation, Cy5-IP20 fluorescence polarization; scaled: DMSO 0%, 113 µM cGMP 100%; P00514+P68181; activation, % at 11.4 µM; actives 0.083% (n = 340,000);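 active = percent activation above the mean of all tested compounds plus 3 SD, cut at about 19% in these data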;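 note: higher means more PKAc released from R1A so a rise in polarization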
PKA-R2B act = activates the human PKA-R2B holoenzyme complex | PKA-R2B holoenzyme dissociation, Cy5-IP20 fluorescence polarization; R2B truncated from residue 108, S112A mutant; 0% DMSO only, 100% 113 µM cGMP | activation, % at 11.4 µM | actives 0.079% (n = 340,000);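 active = activation above a cutoff set at the mean over all compounds plus 3 SD, cut at about 18% in these data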;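 note: higher means more holoenzyme dissociation and a rise in polarization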
MITF act = activators of MITF-driven TRPM1 promoter activity in SK-MEL-5 cells | SK-MEL-5 TRPM1-promoter luciferase, 24 h; % of positive control, neutral wells = 0 | activation, % at 12.5 µM | actives 0.75% (n = 300,000) | AID 588334;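 active = mean activation of at least 80% with every replicate also reaching 80%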;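 note: 0% = neutral control wells and 100% = parthenolide positive control wells; values of inactives mirror those of a sister screen read the other way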
Arrestin-AP2 inh = inhibitors of human beta-arrestin and AP2 interaction | actives 0.31% (n = 340,000) | FITC-arrestin peptide / GST-AP2 beads, flow cytometry; AP2 beta2 appendage carries R879A mutation | inhibition, % at 10 µM;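 active = inhibition above a set limit, near 3 SD of compounds lacking own fluorescence, cut at about 54% in these data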;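 note: plate controls were DMSO wells for no effect and 5 µM unlabelled arrestin peptide for full effect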
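test system = AP2 appendage R879A on GSH beads | buffer or medium = PBS plus Tween 20 (0.05%) and BSA (0.1%) | incubation = 12 min plus 1 h, RT | detection = bead flow cytometry, FITC channel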
SR-BI HDL uptake = inhibitors of mouse SR-BI mediated HDL lipid uptake; actives 0.96% (n = 320,000); AID 488896; ldlA[mSR-BI] CHO cells, DiI-HDL uptake fluorescence, 3 h; inhibition, % at 12.5 µM;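 active = mean replicate inhibition of at least 70% and a set share of replicates each scoring 70 or more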;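 note: 0% = median of neutral control wells and 100% = median of positive control wells; values of inactives mirror those of a sister screen read the other way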
Target sequence (Q61009 whole entry, looked up): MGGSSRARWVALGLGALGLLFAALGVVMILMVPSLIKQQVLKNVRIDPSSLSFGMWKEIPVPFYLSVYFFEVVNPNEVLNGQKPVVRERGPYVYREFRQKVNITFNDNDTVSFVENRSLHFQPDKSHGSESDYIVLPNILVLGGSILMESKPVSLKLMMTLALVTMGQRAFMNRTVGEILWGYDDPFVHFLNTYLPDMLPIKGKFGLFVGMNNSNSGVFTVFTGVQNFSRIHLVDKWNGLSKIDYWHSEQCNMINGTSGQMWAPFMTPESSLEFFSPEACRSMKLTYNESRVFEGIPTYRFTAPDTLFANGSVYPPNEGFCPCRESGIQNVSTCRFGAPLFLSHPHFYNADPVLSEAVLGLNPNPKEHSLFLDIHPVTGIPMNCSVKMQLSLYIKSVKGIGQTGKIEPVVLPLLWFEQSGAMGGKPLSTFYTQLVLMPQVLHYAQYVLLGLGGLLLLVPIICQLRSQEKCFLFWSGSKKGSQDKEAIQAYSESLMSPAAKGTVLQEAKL
* hit, by the source's call; . = no result given. Rows were taken by chance; about 4.7% have a hit in one of these screens.

SMILES	CDK5 inh	Pemphigus Ab inh	NSD2 HMT inh	dFosB act	SUMO Mot1 rescue	SR-BI uptake up	PKA-R1A activ	PKA-R2B act	MITF act	Arrestin-AP2 inh	SR-BI HDL uptake
CCc1nc(SCC(=O)c2ccc(C)c(C)c2)n[nH]1	0.4	101	-1	-8	3	21	3	13	15	20	-21
CCn1cnc2sc(C(=O)Oc3cccc(C)c3)c(C)c2c1=O	-0.7	94	-11	-12	13	-8	6	-3	71	-3	8
C/C(=N\Nc1ncc(Cl)cc1Cl)c1ccc(S(=O)(=O)NCc2ccco2)cc1	-1.7	92	-1	0	18	-15	1	-2	75	-1	15
O=C1O/C(=C/c2ccccc2)N=C1c1ccccc1	0.0	117	-1	-5	19	9	2	-5	-8	4	-9
CC(C)(C)NC(=O)CSc1nc2scc(-c3ccccc3)c2c(=O)[nH]1	-1.0	87	-1	-5	12	23	-3	-8	5	4	-23
C/C=C/C(=O)OCC(=O)Nc1cc(-c2cc(C)c(C)cc2C)nn1-c1ccccc1	-0.1	98	0	-2	77	-4	3	-10	-8	4	4
CCc1ccc(OCCNC(=O)c2cccs2)cc1	1.3	.	-2	-6	37	10	14	2	8	14	-10
CCCCCCc1cc2cc(-c3nnc(-c4ccccc4O)o3)c(=O)oc2cc1O	1.5	113	1	-12	13	17	0	2	-43	21	-17
O=C(NCc1ccccc1Cl)C1CCCN(S(=O)(=O)c2cccc3nsnc23)C1 (stereo not drawn)	-1.4	123	1	-7	-2	-32	-1	-5	-1	15	32
CCOc1ncccc1C(=O)OCc1csc(CC(=O)Nc2ccccc2C)n1	-3.2	103	2	-9	.	-13	-12	0	-2	4	13
CC(OC(=O)c1ncc(Cl)c(Cl)c1Cl)C(=O)NC1(C#N)CCCCC1 (stereo not drawn)	0.8	105	-1	-6	4	7	3	-10	-4	-10	-7
CC(=O)N(CC(=O)O)c1ccccc1C(=O)O	1.0	103	-1	2	-5	23	-6	-22	.	24	-23
Cc1c(OCC(=O)NC(Cc2ccc(Cl)cc2)C(=O)O)ccc2c3c(c(=O)oc12)CCCC3 (stereo not drawn)	0.1	108	.	-20	5	3	0	-2	3	10	-3
O=[N+]([O-])c1ccc2nc(-c3ccc(Cl)cc3)n(OCc3ccccc3)c2c1	2.7	99	0	-6	-13	-81	4	8	.	3	81*
N/C(=N\OC(=O)COc1ccc([N+](=O)[O-])cc1)c1ccncc1	2.1	101	0	3	-7	17	-10	1	6	51	-17

Shown bar-delimited: 11 of the compounds above.
SMILES | CDK5 inh | Pemphigus Ab inh | NSD2 HMT inh | dFosB act | SUMO Mot1 rescue | SR-BI uptake up | PKA-R1A activ | PKA-R2B act | MITF act | Arrestin-AP2 inh | SR-BI HDL uptake
CCc1nc(SCC(=O)c2ccc(C)c(C)c2)n[nH]1 | 0.4 | 101 | -1 | -8 | 3 | 21 | 3 | 13 | 15 | 20 | -21
CCn1cnc2sc(C(=O)Oc3cccc(C)c3)c(C)c2c1=O | -0.7 | 94 | -11 | -12 | 13 | -8 | 6 | -3 | 71 | -3 | 8
C/C(=N\Nc1ncc(Cl)cc1Cl)c1ccc(S(=O)(=O)NCc2ccco2)cc1 | -1.7 | 92 | -1 | 0 | 18 | -15 | 1 | -2 | 75 | -1 | 15
O=C1O/C(=C/c2ccccc2)N=C1c1ccccc1 | 0.0 | 117 | -1 | -5 | 19 | 9 | 2 | -5 | -8 | 4 | -9
CC(C)(C)NC(=O)CSc1nc2scc(-c3ccccc3)c2c(=O)[nH]1 | -1.0 | 87 | -1 | -5 | 12 | 23 | -3 | -8 | 5 | 4 | -23
C/C=C/C(=O)OCC(=O)Nc1cc(-c2cc(C)c(C)cc2C)nn1-c1ccccc1 | -0.1 | 98 | 0 | -2 | 77 | -4 | 3 | -10 | -8 | 4 | 4
CCc1ccc(OCCNC(=O)c2cccs2)cc1 | 1.3 | . | -2 | -6 | 37 | 10 | 14 | 2 | 8 | 14 | -10
CCCCCCc1cc2cc(-c3nnc(-c4ccccc4O)o3)c(=O)oc2cc1O | 1.5 | 113 | 1 | -12 | 13 | 17 | 0 | 2 | -43 | 21 | -17
O=C(NCc1ccccc1Cl)C1CCCN(S(=O)(=O)c2cccc3nsnc23)C1 (stereo not drawn) | -1.4 | 123 | 1 | -7 | -2 | -32 | -1 | -5 | -1 | 15 | 32
CCOc1ncccc1C(=O)OCc1csc(CC(=O)Nc2ccccc2C)n1 | -3.2 | 103 | 2 | -9 | . | -13 | -12 | 0 | -2 | 4 | 13
CC(OC(=O)c1ncc(Cl)c(Cl)c1Cl)C(=O)NC1(C#N)CCCCC1 (stereo not drawn) | 0.8 | 105 | -1 | -6 | 4 | 7 | 3 | -10 | -4 | -10 | -7

(listing goes on)
SMILES	CDK5 inh	Pemphigus Ab inh	NSD2 HMT inh	dFosB act	SUMO Mot1 rescue	SR-BI uptake up	PKA-R1A activ	PKA-R2B act	MITF act	Arrestin-AP2 inh	SR-BI HDL uptake
Cc1oc(-c2cc3c(cc2Cl)OCO3)nc1CN1CCCC(C(=O)N2CCOCC2)C1 (stereo not drawn)	-1.7	114	4	-15	8	-22	-6	6	9	10	22
NNC(=O)CNC(c1ccccc1)c1cc(Br)ccc1NC(=O)c1cccc(Cl)c1 (stereo not drawn)	-0.6	95	1	0	49	-3	-6	-2	-16	-6	3
COCCn1c(SCC(=O)Nc2ccc(C(C)=O)cc2)nc2c([nH]c3ccccc32)c1=O	-1.2	.	-2	6	24	-25	1	-12	-18	-4	25
COC(=O)[C@H](Cc1ccccc1)NC(=O)NCc1ccc(S(N)(=O)=O)cc1	-1.2	94	2	2	13	16	-16	-15	-1	6	-16
CC1(C)Oc2ccc3ccc(=O)oc3c2/C(=C/N)C1=O	-0.3	97	6	-2	8	0	-4	2	.	0	0
Nc1[nH]nc2c1NN(c1ccc(Cl)cc1Cl)N2	-0.5	80	4	-1	-6	40	-5	-10	0	-3	-40
N#Cc1cc2sc3nnc(-c4ccncc4)n3c2cc1C#N	-0.3	77	4	-43	-11	-33	-15	-3	-13	-6	33
CCOC(=O)c1c(NC(=O)CSc2nnc(-c3ccncc3)n2Cc2ccco2)sc(C)c1C	-0.1	90	4	-19	6	-58	6	-11	-2	-10	58
O=C(CC1C(=O)NCCN1Cc1cccc(Oc2ccccc2)c1)NCCc1cnccn1 (stereo not drawn)	1.1	90	8	-6	8	.	1	6	-1	28	.
COc1ccc(C(=O)Nc2ccc(S(=O)(=O)N3CCOCC3)cc2)cc1OC	1.3	103	0	-5	-16	-45	-10	2	12	2	45
CCn1c(N2CCN(C(=O)c3ccco3)CC2)nc2ccccc21	0.1	99	0	2	7	4	3	-3	.	-5	-4
COc1ccccc1Oc1ccc(S(=O)(=O)N2CCN(C)CC2)cc1	2.7	117	1	5	2	1	-6	12	0	37	-1
C=CCNC(=O)C1CCN(S(=O)(=O)CC)CC1	6.0	100	.	-7	2	1	-10	4	-5	30	-1
Cc1ccc(S(=O)(=O)Nc2nc(C)cc(NN)n2)cc1	1.3	104	-3	-9	15	.	-3	-6	-6	-16	.
Cc1nn(Cc2ccccc2)c(C)c1C(=O)NCCN1C(=O)S/C(=C\c2ccccc2)C1=O	0.4	97	-2	-5	146	8	-8	1	-14	4	-8
O=C(CN1C(=O)NC2(CCCC2)C1=O)OCc1ccccc1	-0.2	105	15	7	-5	9	-8	1	-3	-9	-9
COC(=O)c1ccccc1NCC(=O)c1ccc(OC)cc1	2.0	110	5	-5	-14	-13	-11	-5	-6	3	13
Cc1ccc(C(=O)N2C3=C(CCCC3)C(=O)NC23CCCCC3)cc1	-0.1	105	4	4	-4	-6	-2	-10	4	1	6
CC(O)c1nc2ccccc2n1CC(=O)N1CCN(c2ccccc2)CC1 (stereo not drawn)	-0.1	119	.	-7	12	8	-1	4	-6	-41	-8
COc1cc(C(=O)N2CCN(S(=O)(=O)c3ccc(C(C)C)cc3)CC2)ccc1OCC(=O)N1CCOCC1	-1.0	111	1	-10	.	11	-6	1	-1	12	-11
CC[N+](CC)(CC)C/C=C/CN1CCCCC1	-1.1	98	-2	3	-20	30	-4	-3	-9	21	-30
CC1(C)NC(C)(C)/C(=C\c2cccs2)C(=O)C1=O	1.2	112	-1	0	-4	17	3	0	3	-1	-17
O=C(CSc1ncn[nH]1)NC1CC2CCC1C2 (stereo not drawn)	0.0	102	-3	4	-9	14	-10	0	-4	20	-14
CC1CC(NC2=NCCS2)CC(C)(C)C1 (stereo not drawn)	-0.2	110	-2	0	-8	-4	1	-6	-6	7	4
Cc1cc(Cl)c2oc(C(=O)NCCN3CCOC3=O)c(C)c2c1	0.1	.	-6	-7	-12	-10	-5	-1	6	-16	10
CCc1ccc2[nH]c(O)c(N=NC3=NC(=O)CS3)c2c1	-1.6	94	-3	-3	71	-9	-8	0	6	2	9
CCCCCN(C(=O)CCC(=O)OCCOc1ccccc1)c1c(N)n(CCCC)c(=O)[nH]c1=O	-14	112	1	-11	342	-11	-6	-7	3	-8	11
Cc1cc(C)c(OCC(=O)OCC(=O)NC2CCCCCCC2)c(C)c1	-1.7	110	-2	-13	4	2	0	-8	1	6	-2
Cn1c(N)c(C(=O)COC(=O)c2cccc(S(=O)(=O)NCc3ccccc3)c2)c(=O)n(C)c1=O	0.3	98	-3	2	-14	-21	-9	-12	5	-1	21
O=C(Oc1ccc2ccc(=O)oc2c1)c1ccccc1	1.9	104	0	1	-10	25	-9	-7	.	-4	-25
Cc1ccc(C(=O)OC(C)C(=O)Nc2ccc(S(N)(=O)=O)cc2)cc1S(=O)(=O)N1CCOCC1 (stereo not drawn)	-1.5	101	2	-19	5	16	5	3	11	17	-16
O=C(N/N=C/c1ccc(O)c(Br)c1)c1cc2c(ccc3ccccc32)o1	-0.6	78*	1	15	7	-31	-6	-6	15	45	31
COCCn1nnnc1C(c1ccccc1)N1CCN(Cc2ccc3c(c2)OCO3)CC1 (stereo not drawn)	-2.0	113	0	-8	464	33	-11	3	8	-2	-33
